Tat export inh – E. coli Tat transport inhibition; E. coli MC4100 TorA-mCherry Tat export, fluorescence; inhibition, % at 10 µM; 0.036% of 340,000 active;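 active means mean replicate inhibition at least 50% and at least half of replicates individually reaching 50%; inconclusive means only one of the two criteria met; inactive means neither criterion met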;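 further: exported cargo escapes ClpAP degradation while cytoplasmic cargo is degraded and loses fluorescence; 0% = median of neutral control wells and 100% = median of NaSCN control wells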
SR-BI uptake up – SR-BI HDL lipid transfer activation. CHO ldlA[mSR-BI] cells, DiI-HDL uptake fluorescence, 3 h; 100 = double the neutral-control signal. activation, % at 12.5 µM. 0.096% of 320,000 active. AID 504775;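 active means mean replicate activation of at least 60% and every replicate at or above 60%; inconclusive means mean or all-replicate condition met, but not both; inactive means mean below 60% and not all replicates reaching 60%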;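 further: 0% = median plate neutral-control signal and 100% = twice that signal; values of inactives mirror those of a sister screen read the other way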
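Assay system: CHO ldlA[mSR-BI] cells, LDL receptor-null, SR-BI overexpressing; medium: Ham's F12 with 0.5% BSA, HEPES 25 mM, pH 7.4; also added: DiI-HDL 10 µg/mL; timing: 3 h uptake period with compound, 37 °C; signal: DiI fluorescence, bottom read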
Ecoli viability – counter-screen for AddAB inhibitors: E. coli growth inhibition; E. coli V3065 growth, OD600 absorbance, 18 h; inhibition, % at 11.9 µM; 0.27% of 330,000 active; AID 449728;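 active means inhibition above the campaign's mean inhibition across all tested compounds plus 3 SD, cut at about 9.9% in these data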;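 further: uninfected addAB+ strain grown without phage in ampicillin broth; 0% = DMSO wells and 100% = ciprofloxacin 0.95 µg/ml wells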
CAL PDZ FP-1 – human CAL PDZ-peptide interaction inhibition; Q9HD26; purified CAL PDZ, TMR-peptide fluorescence polarization, 1 h; inhibition, % at 20 µM; 0.02% of 330,000 active; AID 504414;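 active means highest replicate inhibition of at least 40%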;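 further: plate controls were DMSO neutral control wells for no effect and unlabeled competitor peptide control wells for full effect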
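Material: tagged CAL PDZ domain; buffer or medium: 25 mM sodium phosphate pH 7.4, 150 mM NaCl, TCEP, IgG, Thesit; compound dosing: single point, 20 µM; schedule: 1 h incubation at room temperature before polarization reading; measured by: FP readout, S and P plane fluorescence; read-out basis: percent inhibition from loss of millipolarization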
AddAB inh – less growth of phage-infected E. coli with AddAB. 0.29% of 330,000 active. E. coli expressing H. pylori AddAB, absorbance growth. inhibition, % at 11.9 µM; in the data active means inhibition above about 12%;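 further: 0% = vehicle wells of infected cells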
MITF act – increases MITF-driven TRPM1 promoter luciferase signal. 0.75% of 300,000 active. AID 588334. SK-MEL-5 TRPM1-promoter luciferase, 24 h; % of positive control, neutral wells = 0. activation, % at 12.5 µM;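 active means mean activation of at least 80% with every replicate also reaching 80%; inconclusive means mean reaches 80% but some replicate falls short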;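 further: 0% = neutral control wells and 100% = parthenolide positive control wells; values of inactives mirror those of a sister screen read the other way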
SR-BI DiI inh – inhibitors of mouse SR-BI mediated HDL lipid uptake; Q61009; inhibition, % at 12.5 µM; 0.96% of 320,000 active; AID 488896; ldlA[mSR-BI] CHO cells, DiI-HDL uptake fluorescence, 3 h;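 active means mean replicate inhibition of at least 70% and a set share of replicates each scoring 70 or more; inconclusive means meets just one of the two criteria; inactive means fails both criteria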;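 further: 0% = median of neutral control wells and 100% = median of positive control wells; values of inactives mirror those of a sister screen read the other way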
Target sequence (Q61009 whole entry, looked up): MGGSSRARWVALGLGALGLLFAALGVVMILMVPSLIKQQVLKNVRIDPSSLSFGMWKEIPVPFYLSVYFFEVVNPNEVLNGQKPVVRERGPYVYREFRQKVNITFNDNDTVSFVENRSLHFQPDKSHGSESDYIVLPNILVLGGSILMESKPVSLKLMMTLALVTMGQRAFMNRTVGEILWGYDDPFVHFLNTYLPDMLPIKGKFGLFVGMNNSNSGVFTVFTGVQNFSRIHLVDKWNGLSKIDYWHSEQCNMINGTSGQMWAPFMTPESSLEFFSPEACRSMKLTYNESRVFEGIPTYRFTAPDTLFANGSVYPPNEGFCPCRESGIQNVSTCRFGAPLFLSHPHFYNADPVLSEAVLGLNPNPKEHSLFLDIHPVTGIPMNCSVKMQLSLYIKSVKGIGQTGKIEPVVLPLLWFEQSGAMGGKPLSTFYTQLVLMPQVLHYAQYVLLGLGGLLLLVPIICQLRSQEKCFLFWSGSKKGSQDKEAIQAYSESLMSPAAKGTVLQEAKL
Wnt act – Wnt/beta-catenin pathway activation. 1.2% of 300,000 active. Wnt/beta-catenin reporter cell assay, activator, plate reader. activation, % at 9.35 µM; in the data active means activation above about 30%, passing the limit was not always enough; inconclusive means no clear call, values can overlap the other calls;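 further: 0% = neutral control wells and 100% = positive control wells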
phage Ecoli inh – E. coli growth loss with phage present; growth absorbance; inhibition, % at 11.9 µM; 0.26% of 360,000 active; in the data active means inhibition above about 11%
CAL PDZ FP-2 – blocks peptide binding to the human CAL PDZ domain | 0.92% of 300,000 active | Q9HD26 | inhibition, % at 24.9 µM | purified CAL PDZ, TMR-peptide fluorescence polarization, 1 h | AID 602252;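 active means mean inhibition of at least 30% with at least half of replicates also reaching 30%; inconclusive means no clear call, values can overlap the other calls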;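 further: 0% = DMSO neutral control and 100% = excess unlabeled competitor peptide PRC23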
Active calls of the source: *; ? = inconclusive; nt = no result given. This is a random part of the collection (roughly 3.6% active in at least one column).

SMILES	Tat export inh	SR-BI uptake up	Ecoli viability	CAL PDZ FP-1	AddAB inh	MITF act	SR-BI DiI inh	Wnt act	phage Ecoli inh	CAL PDZ FP-2
Nc1c(C(=O)c2ccc(Cl)cc2)sc2c1c(=O)[nH]c(=O)n2-c1ccccc1	4.2	-30.6	0.3	-3.3	0.2	10.8	30.6	nt	3.4	-3.2
CCCCn1c(N)c(N(CCOC)C(=O)c2cnc(C)cn2)c(=O)[nH]c1=O	5.3	5.5	3.0	-1.6	0.7	1.5	-5.5	-4.9	1.9	37.7*
CCC(c1nnnn1CS(=O)(=O)c1ccc(C)cc1)N1CCC(C(N)=O)CC1 (stereo not drawn)	-5.1	nt	-0.1	-1.9	2.7	7.2	nt	-1.7	0.1	5.6
Cc1ccc(NC(=O)COc2coc(CN3CCN(c4ccccc4)CC3)cc2=O)cc1	-4.9	-8.7	-0.2	-1.2	0.7	-8.6	8.7	-2.6	1.8	-0.9
COc1ccc2c(c1)c(C(=O)N/N=C/c1ccc(O)c(O)c1)c(C)n2C	-6.2	16.8	-1.6	0.3	-1.0	8.5	-16.8	nt	-1.7	nt
Cc1cccc(NC(=O)CCNS(=O)(=O)c2cccc3nonc23)c1C	-1.7	19.0	2.5	0.4	1.5	-9.6	-19.0	8.9	2.4	0.6
CC(=O)c1ccccc1OCCCOc1cccc2cccnc12	-6.5	-40.6	1.8	-1.6	-1.4	nt	40.6	1.1	0.8	nt
Cc1cc(NS(=O)(=O)c2ccc(NC(=S)NC(=O)c3ccc(Cl)cc3Cl)cc2)no1	12.3	-4.2	2.7	0.0	3.0	nt	4.2	-1.5	1.1	nt
CCC1CCCCN1CC(O)Cn1c2ccccc2n2c(=O)cc(C)c(C#N)c12 (stereo not drawn)	-0.8	25.2	-1.9	-0.6	2.4	-0.1	-25.2	-3.3	2.2	0.5
Cc1ccc(NC(=O)Nn2cnnc2)c(C)c1	-9.6	0.3	-0.2	0.8	-1.1	1.9	-0.3	-0.1	2.8	nt
CCc1ccccc1NS(=O)(=O)c1cc(C)ccc1OC	-6.4	5.6	2.5	-0.3	3.9	-22.3	-5.6	nt	2.6	nt
CCN(CC(=O)Nc1ccc(NC(C)=O)cc1)C(=O)/C=C/c1cn(Cc2ccccc2)nc1-c1cccnc1	-0.5	0.0	0.6	-4.7	0.6	11.8	0.0	-2.5	2.3	5.8
CCC(C)(C)n1nnnc1C(c1ccncc1)N1CCN(c2cccc(OC)c2)CC1 (stereo not drawn)	1.0	-12.5	0.1	-1.5	0.3	4.7	12.5	-2.6	1.3	1.1
Cc1ccc(-c2nc(CS(=O)(=O)CC(=O)NC3CCCCC3C)c(C)o2)cc1 (stereo not drawn)	0.0	nt	0.9	-1.5	2.3	-13.8	nt	3.3	1.3	nt
CCCCn1c(N)c(N(CC(C)C)C(=O)CCNC(=O)c2ccc(Cl)cc2)c(=O)[nH]c1=O	-11.7	32.3	-0.4	-1.8	1.7	-4.7	-32.3	2.2	2.4	-5.8
CCNC(C(=O)c1c[nH]c2c(CC)cccc12)c1ccccc1 (stereo not drawn)	-1.0	nt	0.2	-5.4	0.1	-2.0	nt	1.0	0.8	nt
CCn1c(C)nc2c(C)[n+](CC(=O)c3ccc(Br)cc3)ccc21	-2.7	19.3	-2.9	-1.9	-1.7	5.4	-19.3	-4.7	3.3	-3.7
CC(C)Cn1c(N)c(C(=O)COC(=O)c2cc(S(=O)(=O)N3CCOCC3)ccc2Br)c(=O)n(C)c1=O	5.8	-58.6	-0.3	-2.3	2.3	13.7	58.6	-9.6	2.8	nt
CC(C)c1ccc(NC(=O)Nc2cnccn2)cc1	-4.8	1.1	0.9	-2.5	3.0	?	-1.1	14.0	2.3	nt
Cc1ccc(-n2nc3c(=O)n(C(C)C(=O)NC4CC4)nc(C)c3c2C)cc1 (stereo not drawn)	-1.5	-11.6	0.0	-2.6	0.2	-2.4	11.6	-1.0	0.0	-5.3
CCCCN(C(=O)c1c(CC)noc1C)c1c(N)n(CC(C)C)c(=O)[nH]c1=O	2.8	-0.5	-3.9	-0.4	1.0	2.7	0.5	2.2	4.3	1.8
O=C(C[n+]1ccc(C(=O)N/N=C/c2ccc(OCc3ccccc3)cc2)cc1)c1ccccc1	-0.4	-47.2	2.1	-1.8	5.4	134.2*	47.2	15.2	1.8	-4.6
CCc1cc2c(=O)n(CC(=O)NCCc3ccc(OC)c(OC)c3)cnc2s1	-1.0	-16.0	-0.2	-3.1	-1.8	-3.4	16.0	-6.0	1.7	-1.1
O=S(=O)(NCCN1CCN(S(=O)(=O)c2ccccc2F)CC1)c1ccccc1F	6.6	-14.3	1.4	-0.4	2.6	-3.0	14.3	-5.0	1.9	-1.7
Cc1cccc(NC(=O)NC(=S)NC(=O)c2ccccc2)c1	-1.3	-1.3	-0.5	-2.3	-0.2	33.7	1.3	nt	0.7	-2.2
SMILES	Tat export inh	SR-BI uptake up	Ecoli viability	CAL PDZ FP-1	AddAB inh	MITF act	SR-BI DiI inh	Wnt act	phage Ecoli inh	CAL PDZ FP-2
O=C(NCCCn1ncc2ccccc21)c1cc(COc2c(F)cccc2F)on1	5.6	2.3	0.2	-0.3	-0.7	9.5	-2.3	-2.8	1.4	-2.2
O=C(COc1ccc2c(c1)OCO2)Nc1ccc2c(c1)oc1ccccc12	4.5	5.9	0.6	nt	-0.2	9.9	-5.9	nt	1.4	-4.2
Cc1nc2sc(C(c3ccc(F)cc3)N3CCN(C(=O)c4ccco4)CC3)c(O)n2n1 (stereo not drawn)	-4.9	11.4	0.3	-0.8	4.0	-12.4	-11.4	nt	3.2	0.7
COc1ccccc1NC(=O)CN1C(=O)C(C)Oc2ccccc21 (stereo not drawn)	-7.5	6.0	0.2	-2.9	0.2	-6.0	-6.0	nt	3.7	nt
COC(=O)c1ccc(NC(=O)C2CCN(C(=O)c3cc(OC)c(OC)c(OC)c3)CC2)cc1	12.7	11.6	0.6	-2.7	4.7	1.6	-11.6	-2.3	0.2	0.6
COc1ccc(C(=O)Nc2cc(Cl)ccc2C(=O)O)cc1	-7.4	5.5	0.1	-2.4	1.3	-4.6	-5.5	nt	2.7	13.1
CCCCC(=O)Nc1ccc(C(=O)Nc2cccnc2)cc1	-1.2	-18.7	0.4	-1.3	0.7	13.0	18.7	nt	3.1	nt
Cc1occc1C(=O)NNC(=O)Nc1ccc(F)cc1F	-4.3	4.2	-0.9	0.8	-1.1	-5.8	-4.2	14.3	1.0	nt
CC(C)C(=O)Nc1ccc(C(=O)NNC(=O)CCCOc2ccc(Cl)cc2Cl)cc1	-8.6	2.0	1.1	-2.7	0.9	-3.9	-2.0	nt	5.6	nt
CCOC(=O)c1nnc2cc(-c3ccc(Br)cc3)nn2c1C	5.8	-17.3	0.6	-0.8	-0.4	-10.9	17.3	nt	1.9	-2.3
CCCCOc1cc(NCc2ccccc2)c2ncn(C(C)C)c2c1	23.0	-29.1	-1.8	0.1	-1.4	-4.1	29.1	-7.5	-1.0	2.0
CC1C(=O)N2CCCc3cc(S(=O)(=O)N(C)Cc4ccccc4)cc1c32 (stereo not drawn)	3.5	-19.3	-1.5	-0.1	0.5	2.0	19.3	-1.5	1.0	2.3
CCOc1cccc(C(=O)NC(=S)NCc2cccnc2)c1	1.1	-17.2	2.2	-0.1	3.0	-4.4	17.2	-1.1	3.3	-4.1
CC(O)Cc1nsc(NC(=O)c2cccs2)n1 (stereo not drawn)	4.4	23.8	0.6	-0.3	-0.4	-2.8	-23.8	1.4	0.2	nt
Cc1ccc(N(CC(=O)NCC2CCCO2)C(=O)Cn2nnc(-c3cccs3)n2)cc1 (stereo not drawn)	1.4	-6.7	0.6	-0.5	-1.0	-4.5	6.7	-1.9	3.2	-5.9
Cc1ccc(OCC(=O)Nc2sc3c(c2C#N)CC(C)(C)NC3(C)C)cc1	1.3	13.3	0.1	-0.2	-0.3	4.2	-13.3	-1.2	-0.5	1.5
COc1cc(/C=N/NC(=O)C(=O)NCc2ccco2)cc(Br)c1O	28.9	nt	1.1	-1.2	2.2	-9.7	nt	20.5	-0.5	2.5
CC(C)N1CCC(N2CCN(C/C=C/c3ccccc3)CC2CCO)CC1 (stereo not drawn)	-4.4	2.6	-0.8	-2.7	3.7	2.3	-2.6	nt	nt	3.1
CC[C@@H](C)C(NC(=O)OC(C)(C)C)c1cn([C@@H](CCCCNC(=O)OC(C)(C)C)C(=O)N2CCN(C(=O)OC(C)(C)C)CC2)nn1 (stereo partly drawn)	11.0	-9.4	-2.4	-0.5	1.3	-6.9	9.4	0.6	-0.6	-2.6
COc1ccc2oc(=Nc3cc(F)ccc3F)c(C(N)=O)cc2c1	-3.2	9.1	-0.5	-0.1	-0.4	47.8	-9.1	4.0	-2.6	-4.5
CCC(=O)c1ccc(OCC(O)CN2CCCCC2)cc1 (stereo not drawn)	0.3	4.1	0.4	-2.6	1.3	5.5	-4.1	nt	2.8	nt
O=C(Nc1ccc(S(=O)(=O)Nc2ncccn2)cc1)c1nn(Cc2ccccc2)c(=O)c2ccccc12	18.4	-11.3	0.2	-2.2	1.4	-7.4	11.3	-3.2	1.1	-9.2
O=C(COc1ccccc1)NC(=S)Nc1ccc2c(c1)Cc1ccccc1-2	-0.9	-2.0	-2.3	-1.6	3.1	8.9	2.0	-1.7	2.4	0.8
O=C(NC(=O)c1ccccc1)Nc1ccc(Cl)cn1	-2.6	1.3	1.7	-3.1	4.7	53.1	-1.3	35.4*	1.5	-0.5
O=C(NCC1CCCO1)C(c1ccc(F)cc1)N(C(=O)Cn1nnc(-c2ccc(F)cc2)n1)c1cccc(O)c1 (stereo not drawn)	-16.4	-14.3	-2.5	-1.3	1.2	-6.6	14.3	-1.0	1.5	-6.1
NC(=O)[C@H]1CC2(CC(c3cccc(NC(=O)[C@H]4CCC(=O)N4)c3)=NO2)CN1C(=O)c1ccccc1C(=O)c1ccccc1 (stereo partly drawn)	6.4	-9.5	-2.6	-0.2	-1.9	-7.5	9.5	-4.7	2.5	-1.0
CCOc1ccc(N(CC(=O)Nc2ccccc2OCC)S(=O)(=O)c2c(C)noc2C)cc1	4.7	-12.8	0.8	-1.5	-1.0	-64.8	12.8	-12.8	-0.2	-0.4
COc1ccc(NC(=O)CCNC(=O)C2CCN(S(=O)(=O)c3ccc(F)cc3)CC2)cc1OC	-3.0	2.9	3.0	-0.3	1.0	-4.4	-2.9	-1.9	2.8	3.4
Cc1cccc(C(=O)Nc2ccc(Oc3cnccn3)cc2)c1	-1.1	-17.3	3.1	-0.3	0.4	58.9	17.3	13.0	4.9	-2.0

An excerpt from above, limited to Ecoli viability, MITF act and phage Ecoli inh.
canonical_smiles	Ecoli viability	MITF act	phage Ecoli inh
COc1ccc(NC(=O)CCNC(=O)C2CCN(S(=O)(=O)c3ccc(F)cc3)CC2)cc1OC	3.0	-4.4	2.8
Cc1cccc(C(=O)Nc2ccc(Oc3cnccn3)cc2)c1	3.1	58.9	4.9

Bioassay records from PubChem BioAssay.
